ABHD5 PLIN5 PPI = blocks binding of human ABHD5 to perilipin-5. inhibition, % at 4 µM. Split G. princeps luciferase complementation, luminescence, 4 h. Q00G26+Q8WTS1. 360,000 compounds, 0.78% hits;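 active = inhibition above the mean inhibition across every tested compound plus 3 SD, cut at about 22% in these data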;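 also: 0% = DMSO only wells and the 100% control is not disclosed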
MC4R antag cAMP = human MC4R antagonism in cAMP assay; P32245; MC4R-expressing cells, MTII-stimulated cAMP, LANCE TR-FRET; inhibition, % at 6.5 µM; 360,000 compounds, 0.48% hits; AID 540295;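 active = inhibition above its plate's cutoff, the mean of tested wells on that plate plus 3 SD, cut at about 29% in these data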;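 also: 0% = Melanotan II alone and 100% = Melanotan II plus saturating MCL0020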
Target sequence (P32245 whole entry, looked up): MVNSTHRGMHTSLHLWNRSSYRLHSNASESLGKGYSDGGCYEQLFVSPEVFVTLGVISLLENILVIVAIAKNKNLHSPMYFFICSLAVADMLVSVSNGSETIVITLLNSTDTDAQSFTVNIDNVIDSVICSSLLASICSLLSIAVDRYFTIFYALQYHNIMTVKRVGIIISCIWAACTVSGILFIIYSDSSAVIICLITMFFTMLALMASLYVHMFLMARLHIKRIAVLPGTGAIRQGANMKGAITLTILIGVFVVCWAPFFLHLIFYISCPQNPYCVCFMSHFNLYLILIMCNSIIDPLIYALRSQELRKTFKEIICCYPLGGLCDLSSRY
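Assay system: U2OS cells stably expressing human melanocortin 4 receptor (MC4R) / Dosing: 6.5 µM / Timing: compound 30 min, challenge 1 h, detection 1 h / Measured by: Eu-cAMP/anti-cAMP TR-FRET, emission 671 nm / Replicates: singlicate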
Glyco luc inh = blocks N-linked glycosylation in D54 reporter cells | D54 ERlucT glycosylation luciferase reporter, 24 h; percent of 100 nM tunicamycin response | 360,000 compounds, 0.23% hits | reporter increase, % at 12.5 µM | AID 588692;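 active = mean luciferase reporter signal, scaled so untreated is 0 and the glycosylation-blocking control 100, at or above a set limit in every replicate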;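 also: luciferase carries N-glycosylation sites so blocking glycosylation raises the light; 0% = median of neutral control wells and 100% = median of 100 nM tunicamycin wells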
Exocytosis inh = lytic granule exocytosis inhibition; TALL-104 LAMP-1 surface exposure, flow cytometry; cells stimulated with thapsigargin and PMA; inhibition, % at 10 µM; 360,000 compounds, 0.66% hits; AID 651702;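 active = inhibition above about 55%, limit read from the data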
MC4R ag barr = activates human MC4R beta-arrestin recruitment; U2OS MC4R beta-arrestin complementation, luminescence; percent of melanotan II response, DMSO zero; 360,000 compounds, 0.98% hits; activation, % at 8.9 µM;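 active = activation above a per-plate cutoff, the mean activation of sample wells on that plate plus 3 SD, cut at about 8% in these data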
Vif inh = inhibitors of HIV Vif; HEK293T cells, Vif self-association by quenched fluorescence, imaging, 24 h; inhibition, % at 7.49 µM; 340,000 compounds, 0.35% hits; in the data active = inhibition above about 50%, passing the limit was not always enough; also: some results filed as inactive read as strong as hits
NOD2 RIPK2 PPI = inhibitors of human NOD2-RIPK2 interaction; O43353; CHO BLA complementation NOD2-RIPK2, CCF4 ratio; inhibition, % at 4.98 µM; 360,000 compounds, 0.38% hits; AID 624267; in the data active = inhibition above about 21%;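 also: 0% = vehicle only and 100% = reference blocker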
Target sequence (O43353 whole entry, looked up): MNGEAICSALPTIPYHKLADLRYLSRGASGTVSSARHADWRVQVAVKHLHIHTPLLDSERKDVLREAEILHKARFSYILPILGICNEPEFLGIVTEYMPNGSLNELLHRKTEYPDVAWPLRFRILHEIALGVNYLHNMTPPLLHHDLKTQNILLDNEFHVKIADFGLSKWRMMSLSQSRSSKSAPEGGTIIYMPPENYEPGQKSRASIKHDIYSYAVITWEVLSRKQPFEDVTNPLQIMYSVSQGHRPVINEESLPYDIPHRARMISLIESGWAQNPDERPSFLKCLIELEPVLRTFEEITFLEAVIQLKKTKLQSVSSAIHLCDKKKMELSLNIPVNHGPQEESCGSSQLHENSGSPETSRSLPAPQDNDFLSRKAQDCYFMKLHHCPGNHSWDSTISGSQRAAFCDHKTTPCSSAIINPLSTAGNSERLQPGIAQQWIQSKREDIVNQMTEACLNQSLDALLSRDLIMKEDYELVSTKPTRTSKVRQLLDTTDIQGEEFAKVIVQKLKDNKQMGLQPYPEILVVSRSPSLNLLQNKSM
TLR9-MyD88 block = blocks human TLR9 binding to MyD88. Q9NR96+Q99836. inhibition, % at 4.98 µM. 340,000 compounds, 0.21% hits. CHO BLA complementation TLR9-MyD88, CCF4 FRET ratio;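 active = inhibition above the mean over all tested compounds plus 3 SD, cut at about 21% in these data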;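 also: 0% = DMSO only wells and 100% = clavulanate BLA inhibitor control wells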
aDG glyco up = increases alpha dystroglycan glycosylation | Pro5-aDG cells, alpha-DG glycosylation AlphaScreen (IIH6); 0% Pro5, 100% B10-LARGE cell signal | activation, % at 10 µM | 360,000 compounds, 0.22% hits;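 active = activation of at least 8% versus controls, or a plate z-score of at least 8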;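 also: Pro5 are CHO cells carrying HIG-tagged alpha-DG that lacks glycosylation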
ABCB6 inh 2 = human ABCB6 transporter inhibition | Q9NP58 | K562-ABCB6 porphyrin accumulation, flow cytometry, 1 h; active compounds read low | fluorescence ratio to DMSO, % at 10 µM | 360,000 compounds, 0.19% hits | AID 602162;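 active = fluorescence ratio to DMSO below 75%, the collection mean minus 3 SD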;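 also: signal is porphyrin accumulated inside mitochondria; 100% equals median channel fluorescence of DMSO control wells; lower ratio means ABCB6 inhibition with less porphyrin fluorescence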
Numbers without * were called inactive; x = not tested or not shown. Not all compounds are listed; count on the stated rates, not on these rows.

ABHD5 PLIN5 PPI,MC4R antag cAMP,Glyco luc inh,Exocytosis inh,MC4R ag barr,Vif inh,NOD2 RIPK2 PPI,TLR9-MyD88 block,aDG glyco up,ABCB6 inh 2,mol
2,11,1,-2,-0.6,-5,-10,x,0.1,89,Cc1ccccc1-c1cc2nc(Oc3ccc4c(c3)OCO4)n(C)c(=O)c2s1
1,5,1,3,-2.7,5,-6,-1,-0.1,94,O=C(O)C1C2C=CC(C2)C1C(=O)NCc1ccco1 (configuration not stated)
-5,2,-5,-3,-2.6,-8,-16,-6,-0.3,98,COc1ccc(NC(C)C(=O)Nc2cc(C(F)(F)F)ccc2N2CCOCC2)c(OC)c1 (configuration not stated)
-1,10,3,-2,-1.4,-1,-1,2,0.1,99,Cc1csc(NC(=O)CSc2ccc(-c3ccc(F)cc3)nn2)n1
-6,5,0,-5,-0.5,0,-8,5,0.0,99,COc1cccc(CNC(=O)COC(=O)CCCNC(=O)c2ccc(Cl)cc2)c1
4,-3,-3,-4,-2.1,-29,-16,-5,0.5,101,Cc1[nH]nc(-c2ccc(O)cc2O)c1-c1ccc(Cl)cc1
10,4,-2,-1,-1.1,15,-2,3,0.1,102,CCc1nn2c(=O)cc(COc3cccc(NC(=O)c4ccco4)c3)nc2s1
-4,6,-1,2,-2.9,x,16,-4,-0.1,99,CCOC(=O)/C(=N/Nc1ccccc1)c1csc(Nc2ccccc2)n1
-12,8,0,-1,1.7,-13,-7,-20,-0.2,100,Cc1ccc(C(C(=O)NC2CCCC2)N2CCCCC2)cc1 (configuration not stated)
3,-4,3,-3,-0.6,5,-13,4,-0.2,106,COC(=O)CCSCC(=O)Nc1cc(C)on1
-8,0,6,0,4.3,3,1,-6,-0.2,98,Cc1c(N=C2N=C(NC(=O)Nc3ccc(Cl)cc3)c3ccccc32)c(=O)n(-c2ccccc2)n1C
0,-2,1,11,-1.6,4,6,-3,-0.1,75,O=c1[nH]c(=S)[nH]cc1S(=O)(=O)c1cccc(Cl)c1
12,11,1,11,1.4,-3,-5,6,0.4,99,CC(OC(=O)C1CC1C)C(=O)Nc1ccc(Cl)cn1 (configuration not stated)
-2,5,2,-6,-0.5,-8,-8,-1,-0.3,98,Cc1ccc(C(=O)/C=C2/NC(=O)CS2)cc1
0,27,0,-2,8.6*,x,2,-8,-0.1,101,O=C(COC(=O)CCc1c[nH]c2ccccc12)Nc1ccc([N+](=O)[O-])cc1
-10,13,0,-2,1.2,-1,-4,6,0.7,103,Cc1ccc(C2CC(C(F)(F)F)n3nc(C(=O)Nc4c(C)n(C)n(-c5ccccc5)c4=O)cc3N2)cc1 (configuration not stated)
-4,1,2,-1,16*,-5,2,-15,-0.1,109,COc1cccc(-c2nc(NCc3cccnc3)c3ccccc3n2)c1O
1,-16,10,3,-1.6,x,1,10,0.6,102,CC(=O)N1CCN(C2=Nc3cccc4cccc2c34)CC1
1,2,2,-3,-0.1,2,0,8,-0.2,106,COc1ccc(C2C3=C(CCCC3=O)Nc3nc(C(F)(F)F)nn32)c(OC)c1OC (configuration not stated)
1,x,-1,-1,x,-4,-5,x,0.0,96,Cc1nc(NC(=O)C(C)(C)C)sc1C(=O)Cn1cc(CCc2ccccc2)nn1
2,8,0,34,-0.2,-17,-11,-9,0.8,95,Cc1ccccc1-n1ncc2c(SCC(=O)NC3CCCC3)ncnc21
5,-1,1,2,-1.2,18,-20,10,0.0,102,Brc1c(-c2ccc3c(c2)OCO3)nc2ncccn12
-1,-8,-1,2,2.5,2,-9,-17,0.0,110,CC(=O)Nc1ccc(/C=N/NC(=S)NC(C)C)cc1
-4,11,-1,0,-1.2,-10,-3,-26,-0.1,96,CC(C)=NN1C(=O)c2ccccc2NC1(C)C
-3,10,0,-14,-1.3,-15,-1,-1,0.2,100,O=C(O)c1ccccc1Nc1ccc2nonc2c1[N+](=O)[O-]
-6,2,3,-4,1.2,-1,-15,-10,-0.2,95,COc1ccc(C(=O)CC(CC(=O)c2ccc(OC)cc2)C(=O)O)cc1
-8,11,-3,-1,1.1,0,-12,-1,-0.1,96,c1ccc2c(C3OCC4(CCCCC4)CO3)cccc2c1
-3,-2,1,0,-1.5,6,3,7,-0.1,99,CCOC(=O)Nc1ccccc1C(=O)N1CCOCC1
-3,-8,-5,-5,-1.1,-8,-1,x,0.0,101,O=S(=O)(Oc1ccc(Cl)cc1)c1cccc2cccnc12
-5,2,3,21,-0.7,-5,-13,9,-0.1,98,Cc1ccc(S(=O)(=O)Nc2ccc3ccccc3c2[N+](=O)[O-])cc1

3 compounds out of the list, ordered by molar mass, descending:
ABHD5 PLIN5 PPI,MC4R antag cAMP,Glyco luc inh,Exocytosis inh,MC4R ag barr,Vif inh,NOD2 RIPK2 PPI,TLR9-MyD88 block,aDG glyco up,ABCB6 inh 2,mol
-5,2,3,21,-0.7,-5,-13,9,-0.1,98,Cc1ccc(S(=O)(=O)Nc2ccc3ccccc3c2[N+](=O)[O-])cc1
0,-2,1,11,-1.6,4,6,-3,-0.1,75,O=c1[nH]c(=S)[nH]cc1S(=O)(=O)c1cccc(Cl)c1
-2,5,2,-6,-0.5,-8,-8,-1,-0.3,98,Cc1ccc(C(=O)/C=C2/NC(=O)CS2)cc1

Gathered by group: the entries above containing a furan ring, fused or not
ABHD5 PLIN5 PPI,MC4R antag cAMP,Glyco luc inh,Exocytosis inh,MC4R ag barr,Vif inh,NOD2 RIPK2 PPI,TLR9-MyD88 block,aDG glyco up,ABCB6 inh 2,mol
1,5,1,3,-2.7,5,-6,-1,-0.1,94,O=C(O)C1C2C=CC(C2)C1C(=O)NCc1ccco1 (configuration not stated)
10,4,-2,-1,-1.1,15,-2,3,0.1,102,CCc1nn2c(=O)cc(COc3cccc(NC(=O)c4ccco4)c3)nc2s1

The list goes on:
ABHD5 PLIN5 PPI,MC4R antag cAMP,Glyco luc inh,Exocytosis inh,MC4R ag barr,Vif inh,NOD2 RIPK2 PPI,TLR9-MyD88 block,aDG glyco up,ABCB6 inh 2,mol
-8,17,-2,-24,-0.3,-32,-8,-7,0.7,97,Cc1nc2ccc(NS(=O)(=O)c3ccc(F)c(C)c3)cc2[nH]1
-3,4,1,0,-0.8,7,-9,-5,0.0,96,CCC(C)c1ccccc1NC(=O)C(C)OC(=O)CN1C(=O)NC(C)(C)C1=O (configuration not stated)
5,-27,17,12,20*,14,-6,x,0.3,112,COc1ccc(-c2cc(NC=O)c3ncc(-c4cccc(C(F)(F)F)c4)n3c2)c(OC)c1
2,3,-1,40,-0.9,12,-6,5,0.1,96,COc1cc(CN2CCN(CCCc3ccccc3)CC2CCO)cc(OC)c1 (configuration not stated)
3,6,1,-5,0.7,-4,-15,-7,0.0,94,CCCN(CCC)S(=O)(=O)c1ccc(C(=O)O)cc1
-7,0,1,7,2.4,4,-2,8,0.1,102,Cc1onc(-c2c(Cl)cccc2Cl)c1/C(N)=N/OC(=O)C(C)(C)C
-1,14,3,18,-0.3,7,-9,-4,0.1,102,CC1=C(C(=O)OCc2ccccc2)C(c2ccccc2)NC(=O)N1CCCC(=O)O (configuration not stated)
-12,-1,-1,1,-3.0,1,-9,0,-0.1,98,COc1cccc(CNC(=O)c2ccccc2SCC(=O)N2CCCC2)c1
-2,5,-4,8,0.1,3,3,-8,-0.1,90,COc1cc(/C=C2\SC(=O)N(c3ccc(O)cc3)C2=O)cc(OC)c1OC
-6,-6,-1,-2,-1.1,6,-3,15,0.6,99,O=C(Nc1ccccc1C(F)(F)F)c1ccccn1
5,-1,-1,-1,-1.7,0,-2,-1,-0.1,96,COc1ccc(N2CCN(C(=O)CCS(=O)(=O)c3cccc4nsnc34)CC2)cc1
1,7,-2,8,0.9,11,-6,3,0.4,110,O=C(NNc1ccc(C2CCCCC2)cc1)C(O)(c1ccccc1)c1cccs1 (configuration not stated)
5,13,-1,-1,1.9,4,-4,6,0.2,97,O=C(c1ccco1)N1CCN(Cc2ccc(Cl)cc2)CC1
-9,x,3,-3,x,x,-3,x,-0.2,105,Cc1ccc2nc(-c3ccc(Cl)cc3)c(CC3CCCCC3)n2c1
1,-1,2,1,-2.1,7,-11,6,0.0,96,CCOC(=O)c1[nH]c(C)c(/C(O)=C2\C(=O)C(=O)N(CCCN3CCOCC3)C2c2cccnc2)c1C (configuration not stated)
1,-4,-3,0,-0.9,12,-7,-3,0.2,101,CCN(CC)C(=O)CSc1nnc(-c2cccc(OC)c2)o1
4,-14,12,-7,1.3,-7,-26,-2,-0.1,96,COc1ccc(/C=N\NC(=O)c2ccccc2F)cc1COc1ccc(F)cc1
-5,-3,3,-4,-1.9,-5,16,-12,-0.1,102,Cc1nc2ccc(S(=O)(=O)NCC(=O)Nc3ccc(F)cc3)cc2s1
1,0,0,0,-0.9,-1,0,-2,0.0,86,N#CCCn1cc(/C=N/O)c(-c2ccc(F)cc2)n1
14,8,0,-7,2.4,-7,-22,0,0.3,101,Cc1ccc(S(=O)(=O)N2CCOCC2)cc1C(=O)N1CCN(c2ncccn2)CC1
-2,-4,-1,11,-0.6,-15,-2,-1,-0.1,91,COc1ccc(-c2nnc3ccc(SCC(=O)N4CCN(c5ccccc5)CC4)nn23)cc1
-13,5,-5,-8,2.4,-5,-13,3,0.8,106,CCC(C)Sc1ccc([C@@H]2[C@@H]3C(=O)N(CC)C(=O)[C@@H]3[C@]3(C(=O)OC)CCCCN23)cc1 (some centres not stated)
-6,-3,-6,5,-2.5,-1,5,3,0.0,97,COc1ccc(NC(=O)C2CCN(S(=O)(=O)c3ccc4c(c3)NC(=O)C(C)S4)CC2)cc1 (configuration not stated)
5,7,-2,-2,-0.3,4,-14,4,-0.2,99,CN=C1SC(CC(=O)Nc2ccc(C(=O)O)cc2)C(=O)N1C (configuration not stated)
5,5,10,-12,-0.5,26,12,8,0.0,104,N#CC1=C(N)Oc2cc(N)ccc2C1c1ccccc1 (configuration not stated)

Compound activity deposited in PubChem by several laboratories.
